# Bioassay records deposited in PubChem BioAssay by National Center for Advancing Translational Sciences (NCATS).
# aSyn rescue – alpha-synuclein toxicity inhibition in yeast. Yeast expressing alpha-synuclein, growth rescue, BacTiter-Glo, 24 h. Potency, µM (titrated, usually from 46.1 µM), for inactives: at the top dose growth rescue (activation), most hits filed as activators. 370,000 tested, 0.14% active; also: % of control where 0% means no effect; nearly all actives have a fitted effect of over 65% in size
#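 Screening used galactose-induced yeast with toxic alpha-synuclein levels, exposed to compound for 24 hr at 30 deg C. Cell growth, read with BacTiter-Glo luminescence, gave the measured signal.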
# FUS yeast rescue – suppressors of FUS proteinopathy in yeast; Potency, µM (doses to about 76.6 µM), without a hit: top-dose growth rescue (activation), hits mostly activators; S. cerevisiae FUS-expressing, growth rescue, OD600, 24 h; 390,000 tested, 0.24% active;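 also: plate controls were DMSO vehicle for no effect and reference control for full effect; nearly all actives have a fitted effect of over 55% in size; some results filed as inactive show a strong effect at the top dose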
#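 Steps: raffinose overnight preculture; dilution to OD 0.005 in 2% galactose minimal medium; compound addition (concentration series); 24hr at 30C, 99% humidity; absorbance read at 600 nm.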
# EPAC2 agonist – activates human EPAC2 exchange factor | Q8WZA2 | EPAC2 activation, biochemical qHTS; response scale: 100% = 6.5 mM cAMP response | Potency, µM (series often up to 154 µM), inactives show at the highest dose activation, actives largely listed as activators | 360,000 tested, 0.079% active | AID 720711; also: nearly all actives have a fitted effect of over 50% in size
#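 Each well held 100 nM EPAC2, 250 nM RAP1B-BODIPY-GDP and 50 uM GDP. Fluorescence, read at 5-min intervals to 30 min, was referenced to a 6.5 mM cAMP positive control.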
# EPAC1 antagonist – blocks human EPAC1 exchange factor. EPAC1 GEF assay, Rap1b-BODIPY-GDP exchange fluorescence. 360,000 tested, 0.14% active. O95398. Potency, µM (series often up to 115 µM), without a hit: top-dose activity change, negative = inhibition, most hits filed as inhibitors;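 also: plate controls were vehicle for no effect and positive control for full effect; nearly all actives have a fitted effect of over 50% in size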
# Target sequence (O95398 whole entry, looked up): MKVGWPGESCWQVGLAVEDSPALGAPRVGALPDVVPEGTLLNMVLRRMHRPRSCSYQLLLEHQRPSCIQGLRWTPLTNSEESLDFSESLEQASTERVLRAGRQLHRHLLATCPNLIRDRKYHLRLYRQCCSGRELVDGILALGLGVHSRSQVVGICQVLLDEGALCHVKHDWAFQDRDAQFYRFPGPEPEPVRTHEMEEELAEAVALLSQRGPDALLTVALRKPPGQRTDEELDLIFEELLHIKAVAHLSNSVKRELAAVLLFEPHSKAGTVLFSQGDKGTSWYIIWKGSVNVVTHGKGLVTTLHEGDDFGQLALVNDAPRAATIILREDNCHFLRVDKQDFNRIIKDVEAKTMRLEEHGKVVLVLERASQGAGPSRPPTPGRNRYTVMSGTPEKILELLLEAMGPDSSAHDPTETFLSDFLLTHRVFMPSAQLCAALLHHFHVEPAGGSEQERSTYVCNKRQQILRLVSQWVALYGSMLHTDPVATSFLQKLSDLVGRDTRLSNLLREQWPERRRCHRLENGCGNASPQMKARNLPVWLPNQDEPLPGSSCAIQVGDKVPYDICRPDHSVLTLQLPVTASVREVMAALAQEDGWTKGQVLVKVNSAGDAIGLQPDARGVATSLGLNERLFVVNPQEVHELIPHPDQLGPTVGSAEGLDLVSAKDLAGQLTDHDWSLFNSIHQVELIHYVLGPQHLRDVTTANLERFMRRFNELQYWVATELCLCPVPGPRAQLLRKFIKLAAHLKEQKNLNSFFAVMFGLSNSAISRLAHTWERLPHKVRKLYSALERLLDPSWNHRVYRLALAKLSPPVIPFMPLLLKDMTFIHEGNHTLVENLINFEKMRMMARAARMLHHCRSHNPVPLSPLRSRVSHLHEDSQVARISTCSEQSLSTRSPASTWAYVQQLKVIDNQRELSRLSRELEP
# EPAC1 agonist – activates human EPAC1 exchange factor | 360,000 tested, 0.073% active | EPAC1 agonist qHTS, biochemical assay; response scale: 100% = response to 6.5 mM cAMP | Potency, µM (top dose mostly 154 µM), for inactives: at the top dose activation, most hits filed as activators; also: nearly all actives have a fitted effect of over 60% in size
#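 Nucleotide exchange assay: 100 nM EPAC1 with 250 nM Rap1B loaded with BODIPY-GDP and 50 uM GDP, room temperature. Fluorescence (480/540 nm) read every 5 min for 30 min; signal change normalized to 6.5 mM cAMP as full agonist.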
# EPAC2 antag – EPAC2 (human) antagonism | Q8WZA2 | Potency, µM (doses to about 114 µM), for inactives: at the highest dose activity, negative = inhibition, actives largely listed as inhibitors | EPAC2 GEF exchange of Rap1B-BODIPY-GDP, fluorescence | 360,000 tested, 0.18% active; also: % is scaled to controls: 0 for no effect and ±100 for the full control effect; nearly all actives have a fitted effect of over 45% in size; many of its hits are not listed in these tables
# TDP43 rescue – TDP-43 toxicity inhibition in yeast; 410,000 tested, 1.8% active; Potency, µM (highest dose often 46.1 µM), without a hit: at the top dose growth rescue (activation), actives largely listed as activators; TDP-43 expressing yeast growth rescue, BacTiter-Glo, 24 h; AID 652104; also: % of control where 0% means no effect; nearly all actives have a fitted effect of over 50% in size
#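 Growth rescue of TDP-43-toxic yeast measured as ATP luminescence (BacTiter-Glo). Cells grown to mid-log in raffinose, induced in galactose at OD600=0.02, exposed to compound 24 hr at 30 deg C.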
# PTHR1 ag – activates the human parathyroid hormone receptor PTHR1; Potency, µM (titrated, usually from 115 µM), inactives show top-dose activation, actives largely listed as activators; Q03431; 410,000 tested, 0.075% active; HEK293 GP2 PTHR1 cells, GloSensor cAMP luminescence, 1 h; also: nearly all actives have a fitted effect of over 55% in size; some results filed as inactive show a strong effect at the top dose; inactives centre near -15; many of its hits are not listed in these tables
#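 HEK-293-derived GP2 cells expressing PTHR1 and a GloSensor cAMP reporter, 3,000/well, plated overnight, given luciferin plus IBMX (each 0.5 mM as added) for 1 h at 37 °C, then compound for 1 h at 37 °C. Luminescence was read after 15 min at room temperature.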
# * marks the source's active call; other numbers are inactive results; i = inactive; u = inconclusive; x = not tested or not shown; [ ] = another dose, or the depositor's remark. Calls follow the shape of the dose curve; as a rule, active = well fitted curve in the direction sought with a large enough effect; inconclusive = small, poorly fitted or top-dose-only effect, or another doubt; inactive = no such curve, though single readings can be large; an effect the other way counts as inactive or inconclusive. Potency is read from the fitted curve at half-maximal effect. A portion of the library (hit frequency here may not be typical).
SMILES,aSyn rescue,FUS yeast rescue,EPAC2 agonist,EPAC1 antagonist,EPAC1 agonist,EPAC2 antag,TDP43 rescue,PTHR1 ag
O=C(NCCc1ccccc1)C1CCC(Cn2c(=O)c3ccccc3n(Cc3cccc(F)c3)c2=O)CC1 (configuration not stated),0%,4%,-9%,-5%,5%,-7%,-1%,i
COCc1ccc(C(=O)N2CCCC(Nc3ccc4c(c3)OCCO4)C2)o1 (configuration not stated),-8%,x,-3%,-6%,-2%,6%,20%,i
Cc1cc2cc(CNC(=O)Cc3ccc([N+](=O)[O-])cc3)ccc2n1C,-1%,9%,11%,-6%,-1%,3%,3%,-23%
CCn1c(C)c(C)c2cc(C(=O)NCCc3ccco3)ccc21,0%,8%,6%,-13%,-4%,-10%,18%,71%
COc1cnc(-c2ccccn2)nc1Oc1ccc(Cl)c2ccccc12,-7%,25%,-2%,-11%,5%,-12%,u,-19%[57.5 µM]
COCCOC(=O)c1c(NC(=O)CN2CCc3ccccc32)sc(C(N)=O)c1C,-1%,9%,7%,0%,0%,33%[activator],11%,-3%
CCOc1ccccc1CN1CCN(C2CCC2)CC1CCO (configuration not stated),0%,-8%,-7%,4%,-8%,-4%,7%,-18%
Cc1ccc(C)c(N2CN(CCC3=CCCCC3)CNC2=S)c1,3%,4%,13%,-14%,4%,0%,16%,i
Cc1nc2nc(SCC(=O)N3CCOCC3)nn2c(C)c1Cc1ccccc1,-8%,21%,6%,18%,5%,12%,11%,i
Cc1ccc(NC(=O)O/N=C/c2ccc(Br)cc2)cc1,-12%,-32%,4%,5%,-9%,9%,u,-1%
CCCCn1c(=O)[nH]c(=O)c2c1nc(-c1ccc(OCCC)c(OCC)c1)n2CCOC,1%,5%,-18%,-6%,-4%,-11%,25%,i
Cc1oc(-c2ccc(F)cc2F)nc1CN1CCN(C(=O)c2ccco2)CC1,-4%,-20%,2%,20%,-9%,33%[activator],-12%,-34%[inhibitor]
Cc1ccc(C)c(S(=O)(=O)N2CCCOC2CNC(=O)C(=O)NCCN2CCOCC2)c1 (configuration not stated),-12%,10%,2%,-11%,0%,12%,10%,i
Cc1cccc(-n2nnc(C(=O)Nc3ccc(F)cc3)c2N)c1,-7%,7%,3%,-5%,7%,0%,11%,-18%[57.5 µM]
O=C(CS(=O)(=O)c1cn(Cc2cccc(F)c2)c2ccccc12)N1CCOCC1,-1%,13%,4%,-5%,0%,5%,u,-10%[57.5 µM]
CCCCCCOc1ccc(/C(N)=N/O)cc1,-12%,-1%,7%,-2%,-2%,-5%,2%,i
CN1CCN(C(=O)/C=C/c2ccccc2)CC1,-1%,-31%,-1%,13%,1%,-7%,4%,i
O=C(NC1CCc2ccccc21)C1CCN(S(=O)(=O)c2ccc(Cl)cc2)CC1 (configuration not stated),1%,x,-7%,1%,6%,-1%,-1%,-14%
O=C(Oc1ccccc1)N1CCN(c2ccccc2F)CC1,-4%,24%,5%,-6%,-9%,-4%,u,i
O=C(COc1ccccc1)Nc1ccc2c(c1)C(=O)N(CC1CCCO1)C2=O (configuration not stated),3%,-7%,-5%,-5%,-13%,3%,4%[9.22 µM],i
N#Cc1nc(-c2ccccc2Cl)oc1N1CCN(C(=O)c2ccco2)CC1,-3%,-11%,0%,-33%,-7%,0%,-4%,i
CC(=O)C1=C(C)OC(N)=C(C#N)C1c1cc([N+](=O)[O-])ccc1Cl (configuration not stated),-6%,13%,12%,-8%,-7%,23%,0%,-13%
Oc1nc(-c2ccc(Cl)cc2)n2ccncc12,-4%,-1%,6%,-26%,1%,2%,-10%,i
CNS(=O)(=O)c1cccc(C(=O)Nc2cccc(Cl)c2)c1,-7%,11%,2%,-6%,3%,-9%,1%,-32%[inhibitor]
CNC(=O)C[C@@H]1C(=O)N(c2ccc(OC)cc2)CC1(C)C,5%,-21%,2%,3%,5%,6%,18%,-17%
CCCc1cc(C(N)=O)c(NC(=O)C2CCCO2)s1 (configuration not stated),-32%[inhibitor],22%,4%,-2%,0%,4%,-17%,i
O=C(Nc1ccc(NC(=O)C2CC2)nc1)c1ccco1,5%,2%,-2%,1%,2%,0%,-28%,i
c1ccc(COC(CN2CCCCCC2)CN2CCCCCC2)cc1,-6%,15%,7%,-8%,-9%,21%,-18%,12%
Cc1cc(Nc2ccc(F)cc2C)n2ncnc2n1,0%,-14%,15%,7%,8%,2%,1%,-3%
CCOC(=O)Cc1csc(NC(=O)Nc2cccc(OC)c2)n1,3%,16%,1%,-8%,-7%,-8%,6%,-18%

# Molecules shown so far with a thiophene ring, fused or not, in the order listed:
SMILES,aSyn rescue,FUS yeast rescue,EPAC2 agonist,EPAC1 antagonist,EPAC1 agonist,EPAC2 antag,TDP43 rescue,PTHR1 ag
COCCOC(=O)c1c(NC(=O)CN2CCc3ccccc32)sc(C(N)=O)c1C,-1%,9%,7%,0%,0%,33%[activator],11%,-3%
CCCc1cc(C(N)=O)c(NC(=O)C2CCCO2)s1 (configuration not stated),-32%[inhibitor],22%,4%,-2%,0%,4%,-17%,i

# Going on with the list:
SMILES,aSyn rescue,FUS yeast rescue,EPAC2 agonist,EPAC1 antagonist,EPAC1 agonist,EPAC2 antag,TDP43 rescue,PTHR1 ag
C=CCc1cccc(/C=N/NC(=O)CCCNc2ccc(C)cc2)c1O,18%,x,u,6%,23%,-16%,-6%,i
CCOc1ccc(NC(=O)N(C2CCCCC2)C(C)c2cccnc2)cc1 (configuration not stated),-7%,-8%,0%,-5%,-1%,-1%,1%,i
Cn1ncc(Cl)c1C(=O)Nc1ccc2c(c1)OCO2,5%,8%,7%,4%,0%,9%,0%,i
O=C(NCc1ccco1)C(c1ccco1)N(Cc1cccs1)C(=O)Cn1nnc2ccccc21 (configuration not stated),0%,18%,3%,u,15%,-3%,-3%,-6%
Cc1cc(C)c(C)c(S(=O)(=O)N2CCNCC2)c1C,4%,6%,1%,11%,-1%,4%,-7%,i
CC(C)CCNC(=O)C1CC(c2cccc([N+](=O)[O-])c2)=NO1 (configuration not stated),13%,4%,6%,0%,-19%,3%,27%,-8%
COc1ccc(C(CC(=O)Nc2cc(C)ccn2)N2Cc3ccccc3C2=O)cc1 (configuration not stated),9%,-3%,12%,7%,8%,-5%,24%,i
O=C1C2C(c3ccccc3)C=CC(c3ccccc3)C2C(=O)N1c1ccncc1 (configuration not stated),6%,23%,9%,-22%,6%,-9%,1%,-29%
CCOC(=O)N1CCN(C(=O)c2c[nH]c3ccc(S(=O)(=O)N(C)c4ccc(OCC)cc4)cc3c2=O)CC1,8%,12%,-14%,-8%,4%,3%,6%,i
CCOc1ccc(CCNC(=O)c2nnc(Cc3ccc(F)cc3)o2)cc1OCC,-5%,44%,-9%,-16%,-4%,-13%,21%,-37%[inhibitor]
O=C(Cc1c(F)cccc1Cl)NCCN1CCOCC1,1%,-25%,1%,4%,-7%,-4%,11%,-22%
COc1ccc(C2CC(=O)C=C(NCC3CCCO3)C2)cc1 (configuration not stated),-8%,7%,-11%,5%,-6%,6%,4%,-12%[57.5 µM]
FC(F)(F)c1cccc(Cn2nnnc2-c2cccc(C(F)(F)F)c2)c1,18%,25%,-6%,-30%,0%,-22%,24%,6%[57.5 µM]
CCCCOCCCNC(=O)C[C@@H]1C[C@@]2(C(=O)OCC)CCC=C2N(Cc2ccccc2)C1=O,6%,23%,6%,7%,-11%,7%,0%,i
O=C(Nc1nnc([C@H]2C[C@H](O)[C@@H](CO)O2)s1)C(c1ccccc1)c1ccccc1,2%,4%,2%,-8%,-12%,8%,0%,-2%

# Results in EPAC2 antag, for some of the entries so far:
smiles | EPAC2 antag
CCn1c(C)c(C)c2cc(C(=O)NCCc3ccco3)ccc21 | -10%
Cc1cc(Nc2ccc(F)cc2C)n2ncnc2n1 | 2%
Cc1cccc(-n2nnc(C(=O)Nc3ccc(F)cc3)c2N)c1 | 0%
COc1cnc(-c2ccccn2)nc1Oc1ccc(Cl)c2ccccc12 | -12%

# New compounds follow.
SMILES,aSyn rescue,FUS yeast rescue,EPAC2 agonist,EPAC1 antagonist,EPAC1 agonist,EPAC2 antag,TDP43 rescue,PTHR1 ag
O=C(NC(=S)Nc1ccc(N2CCOCC2)cc1)c1cncc(Br)c1,1%,27%,3%,-1%,-10%,3%,u,-11%
COc1cccc(CC2(CO)CCN(Cc3ccc(NC(C)=O)cc3)CC2)c1,5%,-26%,-15%,3%,-4%,-1%,2%,-27%
CC(NC(=O)c1ccc(S(=O)(=O)Nc2ccccc2)cc1)c1ccc(S(N)(=O)=O)cc1 (configuration not stated),-1%,20%,4%,-5%,7%,-1%,13%,-25%
CCCc1ccc(-c2cc(N)n[nH]2)cc1,-10%,28%,4%,3%,-3%,11%[57.1 µM],5%,-15%[57.5 µM]
CCCCCOC(=O)c1ccc(OC(=O)c2cncc(Br)c2)cc1,-4%,-20%,9%,4%,8%,-2%,-7%,i
Cc1csc2nc(CNC(=O)c3ccco3)cn12,-3%,5%,9%,8%,7%,0%,4%,i
COc1ccccc1-c1cc(N)n[nH]1,3%,u,7%,-3%,3%,-5%,-4%,i
Cc1ccc(C(=O)NCC(=O)Nc2ncccc2C)s1,-1%,-5%,8%,-10%,5%,-30%,-14%,-9%
CNc1sc(C(=O)c2ccc(F)cc2)c(N)c1-c1nc2ccccc2s1,-18%,18%,0%,2%,2%,0%,-7%,-5%[57.5 µM]
COc1ccc(-c2cc(C(=O)Nc3cccc(O)c3)no2)cc1,-10%,-7%,12%,-13%,-8%,7%,5%,-30%
C=CCSc1nnc(NC(=O)CSc2ccccn2)s1,-6%,-13%,6%,10%,8%,-1%,11%,i
CCn1c(Cc2ccccc2)nnc1SCC(=O)Nc1nc(C)c(C)s1,-3%,21%,-5%,-4%,-11%,11%,0%,i
Cc1cc2nc(-c3nnnn3C3CCCCC3)c(=O)[nH]c2cc1C,-14%,-8%,-6%,-4%,-16%,3%,14%,i
CCOc1ccc(NC(=O)c2cccnc2C(=O)O)cc1,0%,-3%,11%,9%,7%,-6%,-15%,-3%
CCN(CC)C(=O)N1CCN(S(=O)(=O)c2c(C)cc(C)cc2C)CC1,-1%,36%,9%,1%,-6%,12%,-7%,-2%
Cc1cccc(CCNS(=O)(=O)c2ccc(S(=O)(=O)NC3CCCC3)cc2)c1,0%,4%,1%,14%,1%,-2%,-10%,-18%[57.5 µM]
Cc1ccc(-c2cc(C(=O)N/N=C/c3ccccc3O)n[nH]2)o1,-10%,15%,-9%,u,-2%,-16%,-2%,i
NC(=O)[C@@H]1CCCN1C(=O)c1ccc2nc(Cc3ccccc3F)oc2c1,-4%,-14%,8%,-14%,-5%,-3%,-2%,-3%
